Assay outcomes from PubChem BioAssay.
LRH-1 inv ag = LRH-1 (NR5A2) inverse agonists, primary screen, cell-based, luminescence, HEK293T, StAR-luciferase reporter; AID 602396, 2012; inhibition, % at 3.6 µM; actives 0.13% (n = 360,000); Nuclear receptor subfamily 5 group A member 2 (Homo sapiens), O00482; LRH-1 transfected, 24 h;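 active = inhibition above the mean inhibition of all tested compounds plus 3 SD, cut at about 73% in these data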;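 note: 0% = DMSO wells and 100% = reporter-only cells lacking LRH-1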
NR2F2 inh = NR2F2 transcriptional activity inhibitors, primary screen, cell-based, luciferase reporter, HEK293T, luminescence. HEK293T NGFI-A luciferase reporter. inhibition, % at 8.6 µM. actives 0.7% (n = 370,000). AID 686940, 2013;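 active = inhibition above a per-plate cutoff, mean inhibition of test wells between control levels plus 3 SD, cut at about 38% in these data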;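 note: cells cotransfected with COUP-TFII expression vector driving the NGFI-A reporter; 0% = median of COUP-TF2 test wells and 100% = reporter-only cells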
TWEAK-Fn14 inh = inhibitors of TWEAK-Fn14 signaling, primary screen, luciferase reporter cells, uHTS. TWEAK-stimulated Fn14 reporter cells, luciferase luminescence, 8 h. inhibition, % at 10 µM. actives 2% (n = 360,000); in the data active = inhibition above about 50%
TROY NFkB inh = inhibitors of TROY-driven NF-kB signaling, primary screen, Q293 LMP1-TROYcd cells, NF-kB luciferase, uHTS; inhibition, % at 10 µM; AID 1347056, 2019; actives 0.98% (n = 360,000); Q293 LMP1-TROYcd NF-kB luciferase reporter, 4 h;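 active = compounds whose plate-normalised and pattern-corrected inhibition of the luciferase reporter signal at the single screening dose is 50% or more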
NCOA2 inhibitor = inhibition of GAL4-SRC2 driven luciferase reporter, primary screen, SRC2 inhibitor project, cell-based, luminescence | Nuclear receptor coactivator 2 (Homo sapiens), Q15596 | HEK293 GAL4-SRC2 luciferase reporter | actives 0.17% (n = 370,000) | inhibition, % at 9 µM;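 active = inhibition above the mean inhibition of all tested compounds plus 3 SD, set per campaign, cut at about 52% in these data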;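 note: 0% = DMSO treated cells and 100% = cells given Gossypol at 36 µM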
EBV LMP1 NFkB = EBV LMP1-driven NF-kappaB luciferase reporter inhibitors, primary screen, cell-based, luminescence, single point. inhibition, % at 12.5 µM. actives 0.69% (n = 350,000). LMP1-induced NF-kappaB luciferase reporter cells; in the data active = inhibition above about 41%;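 note: 0% = neutral control wells and 100% = reference inhibitor control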
C8 TRAIL sens = viability loss with TRAIL in NB7+C8 cells, primary screen, TRAIL sensitizer project, cell-based, ATPlite luminescence. inhibition (viability loss, TRAIL sensitization), % at 10 µM. actives 1% (n = 360,000);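 active = compounds causing at least 50% loss of cell viability in the single-dose screen, relative to plate controls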
* = called active by the depositor; / = not tested or not shown; & = joins results of further samples. This is a subset (hit frequency here may not be typical).

Field names: A = LRH-1 inv ag; B = NR2F2 inh; C = TWEAK-Fn14 inh; D = TROY NFkB inh; E = NCOA2 inhibitor; F = EBV LMP1 NFkB; G = C8 TRAIL sens
> CN1CCC2(CC1)NC(=O)c1ccccc1N2
  A = /; B = -30.7; C = /; D = /; E = 9.2; F = /; G = /

> CNC(C)Cc1ccc(OC)cc1 (stereo not drawn)
  A = /; B = -27.5; C = /; D = /; E = -9.7; F = /; G = /

> COc1cccc(N2C(=O)NC(=O)/C(=C/c3ccc4c5c(cccc35)CC4)C2=O)c1
  A = /; B = 0.8; C = /; D = /; E = 16.6; F = /; G = /

> CC1(C)OC(c2ccccc2)=C/C(=C/C=C2C(=O)NC(=S)NC2=O)O1
  A = /; B = -2.9; C = /; D = /; E = 18.7; F = /; G = /

> O=C(Nc1cccc(Cl)c1)c1c(O)c2c(n(Cc3ccco3)c1=O)CCCC2
  A = /; B = 2.7; C = /; D = /; E = -16.6; F = /; G = /

> CC(N)Cc1ccc(O)cc1 (stereo not drawn)
  A = /; B = -6.9&-7.5; C = /; D = /; E = 16.2&-4.8; F = /; G = /

> COc1ccc2nc(-c3ccc(CN4CCC(n5c(=O)[nH]c6cc(Cl)ccc65)CC4)cc3)c(-c3ccccc3)nc2c1
  A = /; B = 6.8; C = /; D = /; E = -3.0; F = /; G = /

> CC(C)NC1(c2ccccc2)CCCCC1
  A = /; B = 8.7; C = /; D = /; E = 27.9; F = /; G = /

> Brc1ccc2c(c1)-n1nncc1CNC2
  A = /; B = -23.1; C = /; D = /; E = -22.8; F = /; G = /

> COC(=O)C1C(c2ccccc2)CC2CCC1N2C (stereo not drawn)
  A = /; B = -28.0; C = /; D = /; E = -0.8; F = /; G = /

> Cc1cc(N2CCNC[C@H]2C)ccc1N1CCN[C@H](C)C1
  A = /; B = -11.9; C = /; D = /; E = 2.3; F = /; G = /

> COC(=O)C1C(c2ccc(C)cc2)CC2CCC1N2C (stereo not drawn)
  A = /; B = 4.3; C = /; D = /; E = 4.7; F = /; G = /

> O=C(NCCN1CCC2(CC1)C(=O)NCN2c1ccccc1)c1ccc(F)cc1
  A = /; B = -13.3; C = /; D = /; E = -21.2; F = /; G = /

> CC(C)c1ccc(N2C(=O)NC(=O)/C(=C\C=C\c3ccco3)C2=O)cc1
  A = /; B = 7.4; C = /; D = /; E = 5.0; F = /; G = /

> CC(C)n1c(=O)c(C=Nc2ccc(Cl)cc2)c(O)n(Cc2ccco2)c1=O
  A = /; B = 5.5; C = /; D = /; E = -11.2; F = /; G = /

> CCOC(=O)C1=CC(=C2C(=O)N(CC)C(=S)N(CC)C2=O)c2ccccc2O1
  A = /; B = 4.4; C = /; D = /; E = -22.1; F = /; G = /

> CCCCCn1c(N)c(C(=O)NCc2cccs2)c2nc3ccccc3nc21
  A = /; B = -4.6; C = /; D = /; E = -5.9; F = /; G = /

> CC(C)C(NC(=O)OCc1ccccc1)P(=O)(Oc1ccccc1)Oc1ccccc1 (stereo not drawn)
  A = /; B = 19.7; C = /; D = /; E = 18.5; F = /; G = /

> N#CC1c2ccccc2-n2nncc2CN1C(=O)c1ccc([N+](=O)[O-])o1 (stereo not drawn)
  A = /; B = 3.7; C = /; D = /; E = 3.2; F = /; G = /

> CC(C)OC(=O)C1C(c2ccc(I)cc2)CC2CCC1N2C (stereo not drawn)
  A = /; B = -1.9; C = /; D = /; E = 21.4; F = /; G = /

> Cc1ccc(-n2c(O)c(/C=N/Nc3ccccc3)c(=O)[nH]c2=O)cc1C
  A = /; B = 19.7; C = /; D = /; E = -5.7; F = /; G = /

> Clc1ccc([C@H]2CC3CCC2N3)cn1 (stereo partly drawn)
  A = /; B = -14.6&7.8; C = /; D = /; E = 18.4&20.4; F = /; G = /

> Cc1cc(N2CCNC[C@@H]2C)ccc1N1CC[C@@H](O)C1
  A = /; B = 1.3; C = /; D = /; E = -11.8; F = /; G = /

> OC1CN2CCCC(O)C2C1O (stereo not drawn)
  A = /; B = -5.5; C = /; D = /; E = 1.0; F = /; G = /

> C[C@H]1CNCCN1c1ccc(N2CC[C@H](O)C2)c(C#N)c1
  A = /; B = -12.4; C = /; D = /; E = -5.6; F = /; G = /

> CCC(NC(=O)OCc1ccccc1)P(=O)(Oc1ccccc1)Oc1ccccc1 (stereo not drawn)
  A = /; B = 28.1; C = /; D = /; E = 6.0; F = /; G = /

> CC(=O)N1c2ccccc2C(c2ccccc2)=NCC1C(=O)NC1CCCCC1 (stereo not drawn)
  A = /; B = -6.5; C = /; D = /; E = 10.6; F = /; G = /

> C=C1[C@@H](C)C2[C@H](Cc3ccccc3)NC(=O)[C@]23[C@H](OC(C)=O)/C=C/[C@@](C)(O)C(=O)[C@@H](C)C/C=C/[C@H]3[C@@H]1O (stereo partly drawn)
  A = /; B = -80.6; C = /; D = /; E = -7.5; F = /; G = /

> O=C(NCCN1CCC2(CC1)C(=O)NCN2c1ccccc1)c1ccc(Cl)c(Cl)c1
  A = /; B = -16.6; C = /; D = /; E = -30.7; F = /; G = /

> CCCC(=O)N1c2ccc(Cl)cc2C(c2ccccc2)=NCC1C(=O)NC(C)(C)C (stereo not drawn)
  A = /; B = 4.1; C = /; D = /; E = 16.4; F = /; G = /

> Cc1cc(N2CCNC[C@H]2C)ccc1N1CCN[C@@H](C)C1
  A = /; B = 4.3; C = /; D = /; E = 3.0; F = /; G = /

> C[C@H]1CN([C@@H](C)CO)C(=O)CCCn2cc(nn2)CO[C@@H]1CN(C)C(=O)Oc1cccc2ccccc12
  A = /; B = -25.6; C = /; D = /; E = -21.0; F = /; G = /

> O=C(NCCN1CCC2(CC1)C(=O)NCN2c1ccccc1)C(c1ccccc1)c1ccccc1
  A = /; B = 11.9; C = /; D = /; E = 4.7; F = /; G = /

> O=C(NC(CCC(O)CO)P(=O)(Oc1ccccc1)Oc1ccccc1)OCc1ccccc1 (stereo not drawn)
  A = /; B = -38.5; C = /; D = /; E = 10.7; F = /; G = /

> O=C(NC1CCCCC1)N1Cc2cc(Br)ccc2-n2nncc2C1
  A = /; B = 8.6; C = /; D = /; E = -11.1; F = /; G = /

> O=C(C1CCCN(S(=O)(=O)c2cccc3nsnc23)C1)N1CCC2(CC1)OCCO2 (stereo not drawn)
  A = /; B = 5.1; C = /; D = /; E = 2.6; F = /; G = /

> COc1ccc(-[n+]2c(-c3ccccc3)cc(-c3ccccc3)cc2-c2ccccc2)cc1
  A = /; B = 57.3*; C = /; D = /; E = 20.9; F = /; G = /

> COc1cc(OC)cc(C(=O)NCCN2CCC3(CC2)C(=O)NCN3c2ccccc2)c1
  A = /; B = 0.6; C = /; D = /; E = -26.2; F = /; G = /

> O=C1NC(=O)N(c2ccccc2F)C(=O)/C1=C/c1cn(CC(=O)N2CCOCC2)c2ccccc12
  A = /; B = 2.7; C = /; D = /; E = -18.3; F = /; G = /

> O=c1c2ccccc2[nH]c(=S)n1-c1cccnc1
  A = /; B = 21.8; C = /; D = /; E = 10.2; F = /; G = /

> CCOc1cc(C=C2C(=O)NC(=O)NC2=O)cc([N+](=O)[O-])c1O
  A = /; B = -4.4; C = /; D = /; E = 2.2; F = /; G = /

> C[C@H](Cc1ccc(OCC(=O)O)cc1)NC[C@H](O)c1cccc(Cl)c1
  A = /; B = -19.5; C = /; D = /; E = -18.3; F = /; G = /

> OC1CN2CCC(O)C2C(O)C1O (stereo not drawn)
  A = /; B = 9.5; C = /; D = /; E = -4.4; F = /; G = /

> O=C(CN1C(=O)[C@@H](Cc2c[nH]c3ccccc23)N=C(c2ccccc2)c2ccccc21)NC1CCCCC1
  A = /; B = 2.5; C = /; D = /; E = -16.5; F = /; G = /

> CC(C)CCP(=O)(O)O
  A = /; B = -0.8; C = /; D = /; E = -9.9; F = /; G = /

> COP(=O)(Sc1ccccc1)C(Cc1ccccc1)NC(=O)OCc1ccccc1 (stereo not drawn)
  A = /; B = -13.2; C = /; D = /; E = 2.6; F = /; G = /

> CN1CC[C@@H]2CN[C@H](c3ccccc3)C[C@@H]21
  A = /; B = -2.1; C = /; D = /; E = 1.2; F = /; G = /

> O=C(CNCc1c(F)cccc1F)N1CCC2(CC1)OCCO2
  A = /; B = -28.1; C = /; D = /; E = -25.2; F = /; G = /

> COc1ccccc1N
  A = /; B = 1.4; C = /; D = /; E = -11.7; F = /; G = /

> CC(=O)NCC1=C(c2ccc(S(C)(=O)=O)cc2)C[C@@H]2CC[C@H]1N2CCOc1ccccc1
  A = /; B = 8.6; C = /; D = /; E = -13.5; F = /; G = /

(more compounds)
Field names: A = LRH-1 inv ag; B = NR2F2 inh; C = TWEAK-Fn14 inh; D = TROY NFkB inh; E = NCOA2 inhibitor; F = EBV LMP1 NFkB; G = C8 TRAIL sens
> O=c1[nH]c(=S)n(C2CC2)c(O)c1C=NCCc1ccccc1
  A = /; B = -10.2; C = /; D = /; E = 5.8; F = /; G = /

> CN1C(=O)CCS(=O)(=O)C1c1ccc(Cl)cc1 (stereo not drawn)
  A = /; B = -0.5; C = /; D = /; E = 1.6; F = /; G = /

> CCCCCOc1ccc(C)cc1CN(CCCl)CCCl
  A = /; B = -14.0; C = /; D = /; E = -13.1; F = 2.0; G = /

> Cc1ccc(C(O)(C(=O)OC(C)C)C(O)c2ccc(F)cc2)cc1 (stereo not drawn)
  A = 11.9; B = 9.7; C = /; D = /; E = 18.3; F = /; G = 11.5

> COOCC1(C(=O)OC)C[C@H](c2ccc(OC)cc2)N(Cc2ccccc2OC)[C@@H]1c1ccccc1C (stereo partly drawn)
  A = 25.7; B = 2.7; C = /; D = /; E = -20.5; F = /; G = 17.5

> Cc1nc2cc(OC(=O)N(C)Cc3cccc(-c4ccncc4)c3)ccc2s1
  A = 11.2; B = /; C = 92.9*; D = 66.1*; E = /; F = /; G = 22.1

Nine entries from above, ordered by formula weight, ascending.
Field names: A = LRH-1 inv ag; B = NR2F2 inh; C = TWEAK-Fn14 inh; D = TROY NFkB inh; E = NCOA2 inhibitor; F = EBV LMP1 NFkB; G = C8 TRAIL sens
> OC1CN2CCCC(O)C2C1O (stereo not drawn)
  A = /; B = -5.5; C = /; D = /; E = 1.0; F = /; G = /

> CC(C)NC1(c2ccccc2)CCCCC1
  A = /; B = 8.7; C = /; D = /; E = 27.9; F = /; G = /

> CN1CCC2(CC1)NC(=O)c1ccccc1N2
  A = /; B = -30.7; C = /; D = /; E = 9.2; F = /; G = /

> O=c1[nH]c(=S)n(C2CC2)c(O)c1C=NCCc1ccccc1
  A = /; B = -10.2; C = /; D = /; E = 5.8; F = /; G = /

> CCOc1cc(C=C2C(=O)NC(=O)NC2=O)cc([N+](=O)[O-])c1O
  A = /; B = -4.4; C = /; D = /; E = 2.2; F = /; G = /

> C[C@H](Cc1ccc(OCC(=O)O)cc1)NC[C@H](O)c1cccc(Cl)c1
  A = /; B = -19.5; C = /; D = /; E = -18.3; F = /; G = /

> CC(=O)N1c2ccccc2C(c2ccccc2)=NCC1C(=O)NC1CCCCC1 (stereo not drawn)
  A = /; B = -6.5; C = /; D = /; E = 10.6; F = /; G = /

> COP(=O)(Sc1ccccc1)C(Cc1ccccc1)NC(=O)OCc1ccccc1 (stereo not drawn)
  A = /; B = -13.2; C = /; D = /; E = 2.6; F = /; G = /

> O=C(CN1C(=O)[C@@H](Cc2c[nH]c3ccccc23)N=C(c2ccccc2)c2ccccc21)NC1CCCCC1
  A = /; B = 2.5; C = /; D = /; E = -16.5; F = /; G = /
